ERG Ets-DNA blk – qHTS for Small Molecule Inhibitors of the ERG Ets/DNA interaction | Potency, µM (series often up to 76.9 µM), without a hit: at the top dose FP activity, negative = inhibition, most hits filed as inhibitors | 370,000 tested, 0.028% active | fluorescence polarization, His-ERG Ets domain / labelled DNA | AID 624246, 2012; active = well fitted inhibition curve with a large enough effect in the polarisation, with a control signal flat; inconclusive = small, poorly fitted or top-dose-only effect, or effect the other way, or a change in a side signal; inactive = no such curve, though single readings can be large or run the other way; the % refers to the polarisation;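 also: polarization taken with two DNA probes labelled with fluorescein and Texas red; % of control where 0% means no effect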
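His-tagged ERG Ets domain (1 uM in the protein solution; 300mM KCl, 50mM Tris-HCl, 1mM EDTA, 1mM DTT, pH 7.5) received compound, then a probe mix of 5 nM fluorescein-DNA and 100nM Texas-615-DNA. Fluorescence polarization was read for both dyes.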
Pin1 inhibitor – qHTS Assay to Find Inhibitors of Pin1. AID 504891, 2011. Potency, µM (top dose mostly 115 µM), inactives show at the highest dose activity, negative = inhibition, most hits filed as inhibitors. Pin1 FP peptide displacement, HiFluor488, 10 min. Peptidyl-prolyl cis-trans isomerase NIMA-interacting 1 (Homo sapiens), Q13526. 390,000 tested, 0.009% active; active = well fitted inhibition curve with a large enough effect in the polarisation, with a control signal flat, not every such curve was filed as active; inconclusive = small, poorly fitted or top-dose-only effect, or effect the other way, or a change in a side signal; inactive = no such curve, though single readings can be large or run the other way; the % refers to the polarisation; also: % is scaled to controls: 0 for no effect and ±100 for the full control effect
Target sequence (Q13526 whole entry, looked up): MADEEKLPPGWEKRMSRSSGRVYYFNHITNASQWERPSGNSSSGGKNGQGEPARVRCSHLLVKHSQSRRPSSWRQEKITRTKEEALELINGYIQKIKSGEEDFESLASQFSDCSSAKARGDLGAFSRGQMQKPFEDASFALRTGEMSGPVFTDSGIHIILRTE
RGS4 inhibitor – Inhibitors of Regulator of G Protein Signaling (RGS) 4: qHTS | Transcreener GDP fluorescence polarization, RGS4-accelerated GTP hydrolysis | Potency, µM (top dose mostly 114 µM), without a hit: at the top dose activity change, negative = inhibition, usual class: inhibitors | AID 504845, 2011 | 390,000 tested, 0.039% active | Regulator of G-protein signaling 4 (Homo sapiens), P49798; also: % is scaled to controls: 0 for no effect and ±100 for the full control effect; nearly all actives have a fitted effect of over 75% in size; some results filed as inactive show a strong effect at the top dose
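MLSMR compounds (23 nl, pin-transferred) preincubated 10 min at room temperature with a 500nM (2x) first reagent, then RGS4 at 900nM (2x) plus Transcreener GDP mix added; fluorescence polarization (620/688 nm) read before and after 90 min at 30 °C.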
ALOX12 inh – Primary qHTS assay for inhibitors of human arachidonate 12S-lipoxygenase (ALOX12): Round 2. Polyunsaturated fatty acid lipoxygenase ALOX12 (Homo sapiens), P18054. purified 12hLO, xylenol orange hydroperoxide absorbance. Potency, µM (doses to about 108 µM), for inactives: top-dose activity change, negative = inhibition, usual class: inhibitors. 580,000 tested, 1.1% active. AID 1671190, 2021; also: % is scaled to controls: 0 for no effect and ±100 for the full control effect
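Purified human 12hLO (150 nM final) in 25 mM Hepes, 0.01% Triton X-100, pH 7.0 was preincubated 15 min at room temperature with compound. Then 40 uM arachidonic acid was added, 30 min. Hydroperoxide was read by Fe-XO absorbance ratio 573/405 nm.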
JMJD2A Tudor inh – qHTS Assay for Inhibitors of JMJD2A-Tudor Domain | Potency, µM (highest dose often 114 µM), inactives show at the top dose activity change, negative = inhibition, hits mostly inhibitors | AlphaScreen JMJD2A-Tudor / H3K4me3 peptide binding | 390,000 tested, 4.4% active; also: % is scaled to controls: 0 for no effect and ±100 for the full control effect; nearly all actives have a fitted effect of over 50% in size
GLS inhibitor – qHTS for Inhibitors of Glutaminase (GLS). Glutaminase kidney isoform, mitochondrial (Homo sapiens), O94925. GLS enzymatic activity, qHTS titration. Potency, µM (doses to about 45.5 µM), for inactives: top-dose activity change, negative = inhibition, most hits filed as inhibitors. 410,000 tested, 0.21% active. AID 624170, 2012; also: % is scaled to controls: 0 for no effect and ±100 for the full control effect
Target sequence (O94925 whole entry, looked up, canonical isoform): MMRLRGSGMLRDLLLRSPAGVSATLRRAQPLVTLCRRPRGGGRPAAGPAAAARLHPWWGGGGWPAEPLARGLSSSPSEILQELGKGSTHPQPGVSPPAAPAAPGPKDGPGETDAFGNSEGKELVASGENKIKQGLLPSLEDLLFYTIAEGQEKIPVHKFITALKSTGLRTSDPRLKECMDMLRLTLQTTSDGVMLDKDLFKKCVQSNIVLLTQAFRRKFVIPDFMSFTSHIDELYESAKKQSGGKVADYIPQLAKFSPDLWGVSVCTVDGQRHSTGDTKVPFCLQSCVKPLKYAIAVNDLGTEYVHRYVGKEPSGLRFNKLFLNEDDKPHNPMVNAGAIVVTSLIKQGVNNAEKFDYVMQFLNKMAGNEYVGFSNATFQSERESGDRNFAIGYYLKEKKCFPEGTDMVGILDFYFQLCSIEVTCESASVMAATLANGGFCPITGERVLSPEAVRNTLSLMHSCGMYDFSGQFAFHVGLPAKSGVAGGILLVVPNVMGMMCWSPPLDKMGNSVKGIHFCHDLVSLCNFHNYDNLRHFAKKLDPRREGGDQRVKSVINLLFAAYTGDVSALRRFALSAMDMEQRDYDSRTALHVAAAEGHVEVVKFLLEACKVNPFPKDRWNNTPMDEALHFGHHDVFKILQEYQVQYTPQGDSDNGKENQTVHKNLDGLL
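Two-point fluorescence kinetic (t0, 30 min RT) for hKGA; glutamate detected via glutamate oxidase–HRP–Amplex Red. Substrate: 1 mM L-glutamine solution; buffer 45 mM KH2PO4, pH 8.2.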
Tb PGK inh – qHTS Assay to Find Inhibitors of Phosphoglycerate Kinase; Potency, µM (doses to about 57.5 µM), for inactives: at the highest dose activity change, negative = inhibition, usual class: inhibitors; 380,000 tested, 0.043% active; PGK/GAPDH coupled, Kinase-Glo luminescence, 60 min; also: % is scaled to controls: 0 for no effect and ±100 for the full control effect; nearly all actives have a fitted effect of over 60% in size
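Luminescent ATP detection (Kinase-Glo Plus) follows a 60-minute room-temperature incubation, with wells lacking PGK as controls. Buffer: 100 mM TEA (pH 7.6), 5 mM MgCl2, 0.01% Tween-20. Coupling enzyme GAPDH (100 nM final) supplies unstable 1,3-BPG in-well.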
TrxR1 inh – qHTS Assay for Inhibitors of Mammalian Selenoprotein Thioredoxin Reductase 1 (TrxR1): qHTS; Thioredoxin reductase 1, cytoplasmic (Rattus norvegicus), O89049; recombinant rTrxR1, NADPH fluorescence consumption, selenite substrate; Potency, µM (top dose mostly 114 µM), for the others: at the highest dose activity change, negative = inhibition, most hits filed as inhibitors; 390,000 tested, 1% active; also: % is scaled to controls: 0 for no effect and ±100 for the full control effect; nearly all actives have a fitted effect of over 65% in size
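Rat TrxR1 (90 nM in the dispensed reagent) was pre-reduced with 400 uM NADPH for 5 min at room temperature, then incubated with compound for 15 min. After 400 uM selenite was added, NADPH fluorescence (Ex 340/Em 450 nm) was followed for 8 min.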
HP1b binding inh – HTS for Inhibitors of HP1-beta Chromodomain Interactions with Methylated Histone Tails; Potency, µM (doses to about 114 µM), for inactives: at the highest dose activity change, negative = inhibition, hits mostly inhibitors; AID 540317, 2011; Chromobox protein homolog 1 (Homo sapiens), P83916; 390,000 tested, 0.56% active; AlphaScreen HP1-beta / biotin-H3K9me3 peptide binding; also: nearly all actives have a fitted effect of over 70% in size; inactives centre near 23
Target sequence (P83916 whole entry, looked up): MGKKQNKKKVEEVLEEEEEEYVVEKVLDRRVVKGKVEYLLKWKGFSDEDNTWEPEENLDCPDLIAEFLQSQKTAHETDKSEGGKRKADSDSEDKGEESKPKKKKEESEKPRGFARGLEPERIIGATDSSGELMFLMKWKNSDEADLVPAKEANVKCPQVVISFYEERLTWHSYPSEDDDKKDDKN
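AlphaScreen: HP1-beta (50 nM) preformed 30 min with biotin-H3(1-18)K9me3 peptide (50 nM) in PBS pH 7.4, 0.01% Tween-20. Compound added for 30 min at RT, then streptavidin donor/nickel chelate acceptor beads (10 ug/mL) for 30 min.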
Starred values were filed as active, the others as inactive; i = inactive; ? = inconclusive; / = not tested or not shown; & = joins results of further samples; [ ] = dose if it differs, or a comment. Unless noted, calls follow the shape of the dose curve; as a rule, active = well fitted curve in the direction sought with a large enough effect; inconclusive = small, poorly fitted or top-dose-only effect, or another doubt; inactive = no such curve, though single readings can be large; an effect the other way counts as inactive or inconclusive. Potency is read from the fitted curve at half-maximal effect.

compound,ERG Ets-DNA blk,HP1b binding inh,GLS inhibitor,Pin1 inhibitor,ALOX12 inh,RGS4 inhibitor,Tb PGK inh,JMJD2A Tudor inh,TrxR1 inh
COC(=O)c1ccccc1C(=O)N1CCCC(C(=O)c2ccc(OC)c(OC)c2)C1 (stereo unspecified),-15%,41%[activator],-10%,3%,116%[activator],4%,-10%,0%,26%
Cn1c(N/N=C/c2cccs2)nc2c1c(=O)n(Cc1ccccc1)c(=O)n2C,-6%,20%,-1%,?,-10%,-9%,i,-20%,3%
CCCc1nnc(NC(=O)C2CCN(C(=O)c3ccco3)CC2)s1,-2%,-2%,-6%,?,6%,-11%,-3%,-2%,10%[57.1 µM]
CCCc1[nH]n(-c2ccc(F)cc2)c(=O)c1C=Nc1cccc(F)c1,-2%,3%,5%,-6%,15%,8%,-2%,-17%,0%
O=C(Nc1cccnc1)c1ccccc1Oc1ccccc1,0%,9%,1%,-9%,-14%,-9%,i,-9%,1%
COC(=O)CC(NS(=O)(=O)c1cccs1)c1cccc2ccccc12 (stereo unspecified),7%,29%,21%,3%,-58%,-8%,4%,-4%,14%[57.1 µM]
CN(C)c1ccc(C=NCC2COc3ccccc3O2)cc1 (stereo unspecified),3%,26%,3%,1%,-2%,20%,i,-8%,14%
O=C(Cc1coc2ccc3ccccc3c12)NCc1ccccc1,3%,20%,5%,-1%,16%,4%,5%,-13%,5%
Cc1cc2c(cc1NS(=O)(=O)c1ccc(NC(=O)CC(C)C)cc1)n(C)c(=O)c(=O)n2C,1%,9%,-6%,-4%,-13%,13%,11%,-16%,4%[57.1 µM]
CCOc1cc2[nH]c(=O)n(CCCCC(=O)N3CCN(c4ccccc4)CC3)c(=O)c2cc1OCC,1%,9%,-8%,-1%,7%,0%,-6%,-11%,11%[57.1 µM]
CC(C)CCSc1nc(N)c(C#N)cc1C#N,10%,48%[activator],-9%,?,-27%,3%,1%,-7%,-23%
CCOC(=O)c1ccc(NC(=O)CN2c3ccccc3S(=O)(=O)c3ccccc32)cc1,5%,58%[activator],1%,19%,-1%,-30%,0%,-33%,28%[57.1 µM]
O=C(CSc1ncnc2ccccc12)Nc1cccc(S(=O)(=O)N2CCOCC2)c1,-9%[15.4 µM],27%,2%,8%,1%,-20%,-7%,-21%,11%[11.4 µM]
O=C(NCCn1ccc2ccccc21)c1ccc(Cl)cc1,-1%,15%,0%,-13%,?,24%,-7%,-2%,2%
O=C(COC(=O)c1cnc(Cl)c(Cl)c1)NCc1cccs1,-3%,-3%,-15%,-6%,0%,?,i,22µM*,13%[57.1 µM]
O=C(COC(=O)c1ccco1)Nc1nc2ccccc2s1,0%,23%,-4%,2%,30%,7%,-7%,-19%,-6%[57.1 µM]
O=C(Nc1cc(C(F)(F)F)ccc1N1CCOCC1)c1ccccc1F,7%,22%,-2%,1%,-3%,-21%,i,6%,-2%
Cc1ccc([N+](=O)[O-])cc1S(=O)(=O)Nc1cccc(S(=O)(=O)Nc2ccccc2C(=O)O)c1,5%,0%,32%,-15%,?,-13%,-6%,-20%,-3%
CC(C)OCCCN(C)C1CCN(S(=O)(=O)c2ccc(-c3ccc(=O)[nH]n3)s2)CC1,1%,52%[activator],-3%,-1%,0%,8%[11.4 µM],-10%,-5%,12%
COc1ccc(-c2nc(CN(C)C(C)c3ccon3)c(C)o2)c(C)c1C (stereo unspecified),3%,-12%,9%,2%,1%,9%,i,-29%,21%[57.1 µM]
C#CCOc1c(Cl)cc(C2C3=C(CCCC3=O)N(CC(=O)O)C3=C2C(=O)CCC3)cc1OC,6%,43%[activator],?,4%,-17%,-9%,-10%,-1%,?
CCOC(=O)c1cc2c(c(CCO)n1)[C@H](CCO)N(S(=O)C(C)(C)C)C2 (stereo partly specified),-2%,46%[activator],2%,8%,-19%,-20%,0%,1%,?
CCCCOC(=O)CSc1n[nH]c(=O)[nH]c1=O,-3%,19%,0%,1%,4%,-23%,-3%,?,-6%
COc1ccc([N+](=O)[O-])cc1NC(=O)CSc1nncn1-c1ccccc1,11%,12%,-17%,-2%,2%,36%,-4%,-18%,6%[57.1 µM]
Cc1nnc(NC(=O)c2ccccc2)s1,1%,31%,0%,-2%,0%,-1%,0%,-19%,7%
Cc1nc2ccc(NC(=O)N(C)c3ccccc3)cc2s1,16%,37%,-17%,-2%,-15%,0%,i,-3%,26%
COCCNC(=S)N/N=C(\C)c1ccccc1O,-5%,27%,25%,5%,-13%,-10%,5%,-10%,?
C=CCOc1ccccc1/C=N/O,-3%,33%,17%,3%,27%,1%,1%,-19%,10%
CCOC(=O)N1CCN(C(=O)c2cc(-c3ccc(OCC)cc3)nc3ccccc23)CC1,-4%,18%,5%,-1%,-4%,12%,0%,-12%,12%
O=C1Nc2ccc(Br)cc2/C1=C/C(=O)c1ccccc1,0%,?,2%,1%,?,?,-9%,?,-7%[11.4 µM]
COc1ccc(C(=O)C2CCCN(C(=O)C3CCOCC3)C2)cc1OC (stereo unspecified),9%,69%[activator],-4%,-2%,9%,-40%,-3%,-5%,26%
Cc1cccc(C)c1Nc1c(-c2ccccn2)nc2ccccn12,0%,?,28%,7%,?,-39%,0%,45µM*,-22%
O=C(CCC(NC(=O)OCc1ccccc1)C(=O)OCC(=O)N1CCCCC1)OCC(=O)N1CCCCC1 (stereo unspecified),-1%,?,-1%,13%,7%,-22%,-3%,-6%,15%
Cc1ccc(NC(=S)NCc2ccc3c(c2)OCO3)c(C)c1,-2%,21%,7%,1%,40µM*,-8%,-5%,3%,6%
CCOc1ccc(OCCOCCNCCOC)cc1,-12%,6%,-2%,0%,-21%,-11%,i,10µM*,5%
CC(C)NC(=S)Nc1ccc(S(=O)(=O)Nc2ncccn2)cc1,-11%,30%,18%,-3%,-29%,35%,-7%,-7%,0%
Nc1nc2c(nc(N3CCCCC3)n2[C@@H]2O[C@H](CO)[C@@H](O)[C@H]2O)c(=O)[nH]1,-9%,72%[activator],30%[activator],-12%,32%[activator],-20%[56.9 µM],-10%,-4%,15%
Cc1ccc(S(=O)(=O)NNC(=O)CC#N)cc1,-2%,19%,4%,-1%,5%,10%,0%,-16%,6%[57.1 µM]
CC(C)CC1Nc2ncnc(N3CCN(c4ccccc4)CC3)c2N(Cc2ccccc2)C1=O (stereo unspecified),13%,21%,7%&6%,39%[activator],-5%,7%,-2%,?,2%
O=C(COC(=O)c1ccc(O)cc1)Nc1ccc(Cl)cc1,-2%,25%,6%,4%,-27%,7%,0%,-12%,-24%
Cc1cccn2c(=O)nc(SCC(=O)NC3CCCC3)nc12,-12%,29%,-2%,-8%,-2%,-18%,-2%,-15%,27%[57.1 µM]
CCN1C=C(C(C)=O)C(=O)CC1,-3%,72%[activator],2%,-14%,1%,-17%,-2%,-4%,0%
Cc1ccc(C)c(Cn2c3ccccc3c3cnn(CC(=O)NC4CCC(C)CC4)c(=O)c32)c1 (stereo unspecified),-4%,-7%,-1%,7%,-13%,-5%,-5%,-25%,14%
Cc1ccc(C(=O)N=c2sccn2C)cc1C,-15%,48%[activator],2%,-10%,i,2%,-7%,-6%,10%
C[C@H](CO)N1C[C@H](C)[C@@H](CN(C)C(=O)Nc2ccc(C(F)(F)F)cc2)Oc2c(NC(=O)C3CCCCC3)cccc2C1=O,4%,18%,2%,-2%,7%,6%,-3%,-25%,15%
CC(=O)Nc1ccc(NC(=O)C2CCN(S(=O)(=O)c3cccc4nonc34)CC2)cc1,/,6%,6%,29%,?,0%,4%,2%,9%[11.4 µM]
NNC(=O)c1nc(-c2ccccc2)n2c1CCCCC2,6%,31%,4%,-1%,18%,-17%,-6%,?,17%
CCc1cc2c(NCC3CCCO3)nc(C)nc2s1 (stereo unspecified),8%,38%,10%,?,?,13%,5%,-21%,-5%
O=C(CCS(=O)(=O)c1ccccc1)Nc1ccc(-c2nc3ccccc3s2)c(O)c1,7%,21%,4%,9%,-12%,9%,4%,-1%,-4%
CCN(C(=O)CCS(=O)(=O)c1cccc2nonc12)c1ccc(C)c(C)c1,2%,9%,-2%,-2%,-30%,-5%,-4%,-15%,-25%

Screening data from PubChem BioAssay.

Not all compounds are listed; count on the stated rates, not on these rows.
